# Bioassay records from PubChem.
# LDHA inh: LDHA (human) enzyme inhibition; P00338; purified LDHA, NADH/diaphorase-resazurin fluorescence; stronger effect = lower value; activity change, % (values are at about 110 or 230 µM); actives 0.15% (n = 480,000); in the data active = activity change below about -30%; inconclusive = mostly about -25% to -30%;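 also: plate controls were DMSO wells for no effect and wells without enzyme for full effect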
#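 Human LDH5 at 2 nM final in Tris HCl pH 7.4 with 0.06 mM NADH and 0.2 mM pyruvate, reacted 5 minutes at room temperature. Remaining NADH coupled via diaphorase/resazurin; resorufin fluorescence read at 0 and 20 minutes, normalized to enzyme-free and DMSO wells.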
# Vif-A3G inh: blocks the Vif interaction with human APOBEC3G; Q9HC16; HeLa A3G-eYFP + Vif (tagged APOBEC3G with the HIV-1 protein that degrades it), YFP fluorescence, overnight; Potency, µM (series often up to 46.1 µM), inactives show at the highest dose activity, negative = active, most hits filed as inhibitors; actives 0.076% (n = 410,000);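 also: potency is read from the fitted curve at half-maximal effect; % is scaled to controls: 0 for no effect and ±100 for the full control effect; nearly all actives have a fitted effect of over 60% in size; hits raise eYFP signal because A3G escapes Vif-driven loss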
# Target sequence (Q9HC16 whole entry, looked up): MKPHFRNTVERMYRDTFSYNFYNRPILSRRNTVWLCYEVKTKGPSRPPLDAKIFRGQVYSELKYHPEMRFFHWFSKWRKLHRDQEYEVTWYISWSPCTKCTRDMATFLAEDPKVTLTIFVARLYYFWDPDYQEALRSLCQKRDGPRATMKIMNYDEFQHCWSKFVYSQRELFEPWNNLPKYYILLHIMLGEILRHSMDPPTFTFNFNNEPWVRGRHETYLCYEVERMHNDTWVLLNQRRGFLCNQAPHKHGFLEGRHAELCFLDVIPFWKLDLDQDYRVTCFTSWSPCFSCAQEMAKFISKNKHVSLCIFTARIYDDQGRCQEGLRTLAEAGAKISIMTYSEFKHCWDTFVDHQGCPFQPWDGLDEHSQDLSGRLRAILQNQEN
#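 HeLa cells stably expressing Vif and C-terminally eYFP-tagged A3G, seeded overnight at 37 deg C, then exposed to compound by pintool overnight at 37 deg C. Rise in yellow fluorescence (Ex 488/Em 500-530, Acumen) marks blocked Vif-driven A3G degradation.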
# USP1-UAF1 inh: blocks the human USP1/UAF1 deubiquitinase complex. recombinant USP1/UAF1, Ub-Rhodamine cleavage fluorescence. Potency, µM (series often up to 57.1 µM), for inactives: at the highest dose activity change, negative = inhibition, hits mostly inhibitors. AID 743255. actives 0.23% (n = 390,000). O94782; also: potency is read from the fitted curve at half-maximal effect; % is scaled to controls: 0 for no effect and ±100 for the full control effect; nearly all actives have a fitted effect of over 60% in size; inactives centre near -12
#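 Step one: compound is pinned into 1nM USP1/UAF1 in HEPES pH 7.8 buffer with TCEP. Step two: 15 min room-temperature incubation. Step three: Ub-Rho (150nM final) starts cleavage, tracked by fluorescence over six one-minute reads.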
# IDH1 R132H inh: blocks human mutant IDH1 R132H enzyme. O75874. IDH1-R132H enzyme, NADPH consumption, diaphorase/resazurin fluorescence. Potency, µM (doses to about 76.6 µM), for the others: at the highest dose activity change, negative = inhibition, hits mostly inhibitors. actives 0.093% (n = 390,000). AID 602179; also: potency is read from the fitted curve at half-maximal effect; % is scaled to controls: 0 for no effect and ±100 for the full control effect; nearly all actives have a fitted effect of over 65% in size
#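 IDH1-R132H (0.5 ug/mL dispensed) in pH 7.5 Tris buffer was preincubated 30 min with compound, then given a substrate mix of 0.016 mM NADPH and 2 mM alpha-KG for 80 min at room temperature; remaining NADPH was read by diaphorase/resazurin fluorescence.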
# RXFP1 ag: agonists of human relaxin receptor RXFP1. HEK293T-RXFP1 cAMP TR-FRET, 30 min; response scale: percent of porcine relaxin response, buffer zero. Potency, µM (doses to about 57.5 µM), for the others: top-dose activation, most hits filed as activators. actives 0.3% (n = 370,000); also: potency is read from the fitted curve at half-maximal effect; % is scaled to controls: 0 for no effect and ±100 for the full control effect; nearly all actives have a fitted effect of over 60% in size; many of its hits are not listed in these tables
#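 HEK293 cells stably expressing RXFP1, treated 30 min at 37C with compounds plus PDE4 inhibitor Ro 20174; cAMP measured by HTRF TR-FRET. Normalized to buffer and 29 nM porcine relaxin; EC50 by Hill fit.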
# Glioma ERSR ind: induces the endoplasmic reticulum stress response in human glioma cells. U87-MG GRP78 promoter luciferase reporter, 16 h. Potency, µM, without a hit: at the highest dose activation, usual class: activators. actives 0.02% (n = 420,000). AID 602332; also: potency is read from the fitted curve at half-maximal effect; series mostly up to about 76 µM; % of control where 0% means no effect; nearly all actives have a fitted effect of over 35% in size
#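 Stably transfected U87-MG glioma cells carrying a GRP78-based luciferase sensor; 16 h compound incubation. Luminescence end-point read 10 min after Bright-Glo addition at room temperature.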
# Vif-APOBEC3F blk: Vif-A3F binding inhibition; HeLa A3F-eYFP + Vif (tagged APOBEC3F with the HIV-1 protein that degrades it), YFP fluorescence increase; actives 0.2% (n = 390,000); AID 602313; Potency, µM (titrated, usually from 46.1 µM), inactives show top-dose activity, negative = active; also: potency is read from the fitted curve at half-maximal effect; % of control where 0% means no effect; nearly all actives have a fitted effect of over 65% in size
#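 Fluorescence increase (Ex 488/Em 500-530) after overnight compound treatment at 37 deg C flags inhibition of Vif-driven A3F-eYFP loss in stable HeLa A3F-eYFP/Vif cells seeded overnight beforehand.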
# PI4K2A inh: PI4K2A (human) kinase inhibition. Q9BTU6. purified PI4K2A, ADP-Glo luminescence, 1 h; stronger effect = lower value. activity change, negative = inhibition, % at 76.9 µM. actives 0.13% (n = 420,000); in the data active = activity change below about -50%; inconclusive = mostly about -30% to -49%;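 also: -100% = wells without enzyme as full effect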
# Target sequence (Q9BTU6 whole entry, looked up): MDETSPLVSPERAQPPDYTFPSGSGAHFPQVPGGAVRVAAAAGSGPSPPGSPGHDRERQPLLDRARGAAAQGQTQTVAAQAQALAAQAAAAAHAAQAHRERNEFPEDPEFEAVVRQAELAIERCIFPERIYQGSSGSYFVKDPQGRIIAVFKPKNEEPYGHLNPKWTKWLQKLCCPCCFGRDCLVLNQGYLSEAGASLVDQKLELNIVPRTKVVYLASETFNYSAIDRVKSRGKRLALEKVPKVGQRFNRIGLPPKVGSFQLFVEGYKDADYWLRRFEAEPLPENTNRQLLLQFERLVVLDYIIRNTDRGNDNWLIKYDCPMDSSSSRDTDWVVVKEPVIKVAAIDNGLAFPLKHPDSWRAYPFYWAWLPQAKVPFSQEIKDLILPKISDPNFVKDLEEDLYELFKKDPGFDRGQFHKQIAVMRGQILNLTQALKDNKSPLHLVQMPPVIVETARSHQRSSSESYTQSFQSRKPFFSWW
#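 ADP-Glo luminescence measured ADP generated by PI4K2A enzyme (4 ug/mL before mixing) with 1.2 mM PI substrate (pre-mix) and 300 microM ATP (pre-mix). Tris pH7.5 buffer with MgCl2, Triton X-100; 1 h reaction at ambient temperature.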
# TrxR1 substrate: is turned over as a substrate by rat TrxR1 | O89049 | purified TrxR1 substrate turnover, NADPH consumption readout | Potency, µM (series often up to 114 µM), inactives show at the top dose activity change, negative = substrate turnover | actives 0.01% (n = 390,000) | AID 588456; also: potency is read from the fitted curve at half-maximal effect; % is scaled to controls: 0 for no effect and ±100 for the full control effect; nearly all actives have a fitted effect of over 50% in size
#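 Rat TrxR1, dispensed at 90 nM, was prereduced with 400 uM NADPH (final) for 5 min at ~22 deg C, then incubated with compound 15 min before 400 uM selenite. A first-read NADPH fluorescence drop versus no-compound background flagged substrates.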
# * marks the source's active call; other numbers are inactive results; ? = inconclusive; / = not tested or not shown; [ ] = another dose, or the depositor's remark. Unless noted, calls follow the shape of the dose curve; as a rule, active = well fitted curve in the direction sought with a large enough effect; inconclusive = small, poorly fitted or top-dose-only effect, or another doubt; inactive = no such curve, though single readings can be large; an effect the other way counts as inactive or inconclusive.
SMILES,LDHA inh,Vif-A3G inh,USP1-UAF1 inh,IDH1 R132H inh,RXFP1 ag,Glioma ERSR ind,Vif-APOBEC3F blk,PI4K2A inh,TrxR1 substrate
Brc1ccc(N=C(c2ccccc2)c2ccncc2)cc1,0,-2%,-15%,4%,-0.5%,-3%,1%,0,-8%
COc1ccc(-c2cc3nc(C)c(CCC(=O)NC(C)c4ccccc4)c(C)n3n2)c(OC)c1 (centres undefined),1,-4%,?,-2%,2.2%,2%,-6%,-1,36%[activator]
CCn1cc(C(=O)NCCCOC)c(=O)c2cc(S(=O)(=O)N3CCc4ccccc4C3)ccc21,1,1%,-17%,8%,3.8%,-2%,1%,2,-7%
CC(C)CN1CCc2nc(N3CCN(C)CC3)ncc2C1,2,0%,-8%,15%,-1.1%,-2%,-3%,-1,2%[57.1 µM]
COc1ccccc1C(=O)Nc1ccnn1C1CCN(C2CCCCC2)CC1,-5,0%,12%,1%,/,1%,0%,-6,/
CC1C(=O)N(Cc2cn(CCC3OCCO3)nn2)CCS(=O)(=O)N1Cc1ccc(-c2ccc(F)cc2)cc1 (centres undefined),0,-6%,?,8%,/,-1%,-1%,-7,/
CCc1nn2cc(C(=O)c3ccccc3O)cnc2c1-c1ccc(F)cc1,-2,0%,-11%,0%,-1.4%,-2%,-1%,1,-12%
CS(=O)(=O)N1CCc2cc(-c3csc(NCC4CCCO4)n3)ccc21 (centres undefined),1,-1%,-3%,3%,1.5%,1%,-2%,2,-5%
Cc1nc2nc(C)c(NS(=O)(=O)c3ccc(C4CCCCC4)cc3)c(=O)n2[nH]1,-4,0%,-8%,-15%,3.1%,-1%,1%,-4,1%[57.1 µM]
CN(Cc1nc(-c2cccc(Cl)c2)no1)C1CCOCC1,0,0%,-12%,5%,-2.6%,-4%,0%,0,4%
OC(CCCC(O)c1ccccc1)c1ccccc1 (centres undefined),-5,-1%,-2%,5%,/,-1%,-2%,8,6%[57.1 µM]
S=C(Nc1ccccc1Cl)N1CCN(c2ccccn2)CC1,-3,-2%,-20%,5%,-1.0%,1%,-4%,-7,11%[57.1 µM]
CCOC(=O)/C(C#N)=C/Nc1ccccc1NS(=O)(=O)c1ccc(C)c(C)c1,-10,2%,-7%,-2%,3.9%,0%,5%,-4,3%
O=C(CSCc1c(Cl)cccc1Cl)NCc1ccccn1,-1,-2%,-18%,5%,-2.3%,-4%,5%,-1,-10%[57.1 µM]
CCOc1ccc(C2N(c3cc(C)on3)C(=O)C3CCCN32)cc1OC (centres undefined),-4,-1%,-20%,5%,-1.7%,-6%,1%,1,2%
CC(=O)N/N=C(\C)CC(=O)Nc1ccc2c(c1)OCCO2,-3,0%,-22%,-9%,1.2%,-2%,10%,4,3%
CC1(C)C=C(c2ccc(C(=O)O)s2)CC(C)(C)N1,1,-8%,-13%,6%,-0.4%,-2%,0%,7,3%
CC(=O)Nc1ccc(NC(=O)CCc2nc3cccnc3n2Cc2cccs2)cc1,8,-9%,-7%,0%,1.9%,0%,-10%,-2,-6%
Cc1cccc(N(CC(=O)NC(C)C)C(=O)c2ccc(N3CCCC3)nc2)c1,-10,-3%,2%,-1%,-1.0%,-9%,2%,1,3%[57.1 µM]
CCOc1ccc(/C=N/n2c(-c3ccccc3)n[nH]c2=S)cc1,-1,-1%,-19%,-1%,1.0%,-1%,0%,4,6%
COc1ccc(/C=N/n2cnc3c([nH]c4ccc(F)cc43)c2=O)cc1CN1CCCC1,-4,4%,-23%,1%,-0.5%,-2%,?,-5,-2%
Cc1noc(C)c1COc1ccccc1C(=O)Nc1cccc(S(=O)(=O)N(C)C)c1,-8,-1%,-13%,-1%,0.0%,-2%,-1%,-2,5%
Cc1cc(C)n2nc(C(=O)N/N=C/c3ccco3)nc2n1,1,-4%,-22%,4%,3.3%,0%,8%,-5,-8%
O=C(NCC1CCCO1)c1cc([N+](=O)[O-])ccc1Cl (centres undefined),-5,-1%,-18%,-2%,-0.3%,-2%,-1%,-1,-12%

# Retrieved by structure from the list above (4):
SMILES,LDHA inh,Vif-A3G inh,USP1-UAF1 inh,IDH1 R132H inh,RXFP1 ag,Glioma ERSR ind,Vif-APOBEC3F blk,PI4K2A inh,TrxR1 substrate
O=C(NCC1CCCO1)c1cc([N+](=O)[O-])ccc1Cl (centres undefined),-5,-1%,-18%,-2%,-0.3%,-2%,-1%,-1,-12%
OC(CCCC(O)c1ccccc1)c1ccccc1 (centres undefined),-5,-1%,-2%,5%,/,-1%,-2%,8,6%[57.1 µM]
Cc1cc(C)n2nc(C(=O)N/N=C/c3ccco3)nc2n1,1,-4%,-22%,4%,3.3%,0%,8%,-5,-8%
COc1ccc(/C=N/n2cnc3c([nH]c4ccc(F)cc43)c2=O)cc1CN1CCCC1,-4,4%,-23%,1%,-0.5%,-2%,?,-5,-2%

# Remaining list, next part:
SMILES,LDHA inh,Vif-A3G inh,USP1-UAF1 inh,IDH1 R132H inh,RXFP1 ag,Glioma ERSR ind,Vif-APOBEC3F blk,PI4K2A inh,TrxR1 substrate
CS(=O)(=O)N(CC(=O)N/N=C/c1ccc(OCC(=O)N2CCOCC2)cc1)c1ccccc1Cl,1,3%,-15%,1%,-0.2%,7%,-3%,-1,-10%
COc1ccc(-c2csc(N3C(=O)C4C5c6ccccc6C(c6ccccc65)[C@@H]4C3=O)n2)cc1 (some centres undefined),-7,-6%,-15%,3%,-0.1%,-2%,-5%,2,9%[11.4 µM]
Cc1cnc(NC(=O)CSc2nnc(-c3ccccc3)o2)s1,-11,1%,-14%,-7%,-0.4%,-9%,1%,-2,-4%
Clc1cccc(OCCCn2ccnc2)c1,-1,4%,-19%,-3%,0.5%,2%,-15%,2,3%
O=C(Nc1ccc(F)cc1)C1CCCN(c2ncnc3c2nc2n3CCCCC2)C1 (centres undefined),1,-2%,-18%,-4%,0.8%,-2%,15%,-1,2%[57.1 µM]
CC1=Nc2ccccc2NC(=O)C1Sc1nnc(C)s1 (centres undefined),-1,1%,-16%,5%,-1.2%,5%,2%,-10,6%
O=C(CN1C(=O)C2CC=CCC2C1=O)Nc1nc(-c2ccc(F)cc2)cs1 (centres undefined),-4,-11%,-20%,5%,0.6%,2%,-8%,3,3%
CN1CCN(C(=O)c2cnn(-c3ccccc3)c2NC(=O)c2ccccc2F)CC1,-3,-2%,-21%,6%,1.8%,-6%,2%,-1,10%[57.1 µM]
Cn1c(/C(C#N)=C(\O)c2ccc(S(=O)(=O)N3CCCCC3)cc2)nc2ccccc21,-3,2%,-17%,-6%,12%,0%,-7%,-7,79%[activator]
Cc1ccc(NC(=O)NCCc2c(C)nn(C)c2C)c(Cl)c1,-13,0%,-18%,-1%,-0.9%,0%,-4%,-1,6%[57.1 µM]
O=C(c1ccco1)N1CCN(C(=O)c2ccc(-c3cccc(C(F)(F)F)c3)o2)CC1,-4,-4%,-23%,-8%,3.6%,0%,8%,0,-4%
COc1ccc(C(=O)COC(=O)Cc2n[nH]c(=O)c3ccccc23)c(OC)c1,-6,4%,-8%,0%,3.0%,0%,-6%,1,2%
CC(=O)Nc1ccccc1C(=O)C(=O)Nc1ccc(F)cc1,0,0%,2%,2%,1.9%,4%,-2%,-1,-9%
CCSc1nc(-c2ccc(Cl)cc2)nc2c1Cc1c(CO)cnc(C)c1O2,-3,-4%,1%,8%,2.9%,0%,-2%,-4,3%
CCN(c1ccccc1)S(=O)(=O)c1nnc(NC(=O)COc2cccc(C)c2)s1,4,-7%,2%,13%,3.6%,-3%,3%,0,4%
Cn1c(-c2cccc(Br)c2)cnc1NCc1cccnc1,-15,1%,-10%,2%,-0.2%,-2%,-1%,18,2%
COC(=O)c1c(SC)nc2ccccc2c1OCc1ccc(C)cc1C,0,4%,-31%,6%,-1.4%,1%,-2%,3,-1%[57.1 µM]
CCOC(=O)Cc1c(C)nc2c(-c3ccccc3)c[nH]n2c1=O,0,-1%,-6%,10%,2.1%,-5%,14%,4,45%
O=C(NCCc1c[nH]c2ccccc12)C(=O)NCC1OCCCN1S(=O)(=O)c1cccs1 (centres undefined),-5,-9%,-21%,-2%,-1.2%,-4%,-38%,1,4%
COc1cc(C2C(C(=O)c3cc4ccccc4o3)=C(O)C(=O)N2c2cc(C)on2)cc(OC)c1OC (centres undefined),1,2%,-23%,-2%,?,-6%,4%,8,-13%
CCCCn1c(N)c(N(CCOC)C(=O)COc2ccc(OCC)cc2)c(=O)[nH]c1=O,-6,0%,-19%,5%,0.6%,-4%,3%,6,2%
CSc1nc2ccccc2n1CC(=O)Nc1cc(C(F)(F)F)ccc1N1CCOCC1,1,5%,-4%,1%,1.8%,-6%,9%,-5,-8%[11.4 µM]
CCOc1cc(C(=O)Nc2ccccc2F)cc(Br)c1OCC,-3,-8%,-17%,12%,-0.1%,-3%,5%,-6,-4%[57.1 µM]
O=C(Cn1c(-c2ccccc2)noc1=O)N1CCC(Cc2ccccc2)CC1,-9,0%,-16%,-1%,-1.4%,-2%,0%,3,-1%
Cc1ccc(C2CC(c3ccc(Cl)cc3)n3nc(N)nc3N2)cc1 (centres undefined),-4,-5%,-18%,-5%,0.6%,-3%,0%,-2,2%

# The list is partial; count on the stated rates, not on these rows.
